# Screening data from PubChem BioAssay.
# hcGAS lum: human cGAS inhibition; AID 1259398; recombinant h-cGAS, ATP depletion, Kinase-Glo luminescence; inhibition, % at 12.5 µM; Q8N884; actives 0.081% (n = 290,000);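 also: 0% = vehicle reaction and 100% = reaction without DNA for no activity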
# Target sequence (Q8N884 whole entry, looked up): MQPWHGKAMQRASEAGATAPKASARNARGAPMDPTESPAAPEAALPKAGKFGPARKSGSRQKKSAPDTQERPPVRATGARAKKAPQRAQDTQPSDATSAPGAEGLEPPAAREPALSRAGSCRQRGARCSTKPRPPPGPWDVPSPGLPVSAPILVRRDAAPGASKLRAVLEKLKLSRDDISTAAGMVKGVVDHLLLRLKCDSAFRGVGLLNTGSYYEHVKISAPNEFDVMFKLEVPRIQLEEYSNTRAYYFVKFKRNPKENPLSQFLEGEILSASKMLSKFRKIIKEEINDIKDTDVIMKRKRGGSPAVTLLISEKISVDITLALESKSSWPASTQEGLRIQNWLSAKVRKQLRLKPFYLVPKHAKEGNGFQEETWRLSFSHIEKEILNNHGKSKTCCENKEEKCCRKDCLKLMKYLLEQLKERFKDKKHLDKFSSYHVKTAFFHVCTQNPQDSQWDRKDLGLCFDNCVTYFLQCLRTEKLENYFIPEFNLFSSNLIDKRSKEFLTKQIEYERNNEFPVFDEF
# mcGAS lum: mouse cGAS inhibition by luminescence; Q8C6L5; actives 0.15% (n = 160,000); recombinant cGAS, Kinase-Glo ATP depletion luminescence; inhibition, % at 12.5 µM;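 also: 0% = negative control wells and 100% = reference inhibitor with no enzyme activity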
# NPYLR7 ag: activates Aedes aegypti NPYLR7 receptor | HEK293T NPYLR7/Galpha15, GCaMP6s calcium fluorescence | activation, % at 10 µM | actives 0.15% (n = 270,000); in the data active = activation above about 40%;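 also: 0% = vehicle and 100% = reference agonist at the receptor; some compounds past the cut are filed as inactive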
# Numbers without * were called inactive; x = not tested or not shown. Rule as the data show it, unless noted: active = inhibition above about 40%; inactive = the rest.
SMILES,hcGAS lum,mcGAS lum,NPYLR7 ag
COc1ccc(CN(C(=O)/C=C/c2ccc([N+](=O)[O-])cc2)C(C)C)cc1OS(C)(=O)=O,-9,-5,-7
CC(C)(C)c1[nH]ncc1/C=C/c1nc2ccccc2o1,-8,-17,4
CCOC(=O)c1nn(-c2ccccc2C)c(=O)cc1NC(=O)c1ccc(OCC)cc1,-1,-4,x
NC(=O)[C@@H]1Cc2ccccc2CN1C(=O)C1=NOC(c2ccccc2)C1 (stereo partly drawn),-7,x,8
COc1ccccc1-n1c(=O)c2ccc(Cl)cc2n(C(C)C(=O)NC2CC2)c1=O (stereo not drawn),-2,-6,-4
CC(C)N(C(=O)Cn1c(C2CC2)nc2ccccc21)c1ccccc1,-10,-3,5
CCc1ccc(-c2nc(C(=O)NNC(=O)N3CC(C)OC(C)C3)cs2)cc1 (stereo not drawn),-8,x,2
COCCN(CC(=O)N(CCc1c[nH]c2ccccc12)Cc1ccc(C(F)(F)F)cc1)C(=O)NC1CCCCC1,1,-5,-1
COC(=O)c1ccc(C(=O)OC)c(NC(=O)c2nn(-c3ccccc3)c(=O)cc2OC)c1,-7,x,4
CCc1c(C(=O)NC2CC2)c(CC(C)C)nn1-c1ccc(Cl)c(Cl)c1,-3,-4,-3
CNC(=O)c1ccc(CN(C(=O)COc2ccc(Br)cc2F)C2CC2)cc1,-5,x,4
O=C(c1c(F)cccc1C(F)(F)F)N1CCN(c2nccc(-c3ccc(Oc4ccccc4)cc3)n2)CC1,6,2,10
O=C1CCN(Cc2ccncc2)CCCC(C(=O)N2CCN(C3CCCCC3)CC2)CCN1 (stereo not drawn),-14,-6,x
Cc1ncsc1C(=O)OCCC1CCCO1 (stereo not drawn),-22,x,-1
CC(C(=O)N(Cc1cscn1)c1ccccc1)S(C)(=O)=O (stereo not drawn),-10,x,13
CC1CCN(CN2C(=O)NC(C)(CCc3ccc(OC(F)F)cc3)C2=O)CC1 (stereo not drawn),-1,x,-6
O=C1CCCCCN1CCCNC(=O)N1CCC(Cc2ccccc2)CC1,-13,x,0
COc1cc([N+](=O)[O-])ccc1N1C(=O)C2C3C=CC(C3=C(C)C)C2C1=O (stereo not drawn),5,x,2
Cc1nc(-n2cnnc2S(C)=O)c2c3c(sc2n1)CCCC3 (stereo not drawn),-2,x,-1
O=C(Nc1nnc(C2CC2)s1)[C@H](Cc1ccccc1)NC(=O)N1CCOCC1,-1,x,0

# Some of the entries above, set out differently:
canonical_smiles | hcGAS lum | mcGAS lum | NPYLR7 ag
COc1cc([N+](=O)[O-])ccc1N1C(=O)C2C3C=CC(C3=C(C)C)C2C1=O (stereo not drawn) | 5 | x | 2
CNC(=O)c1ccc(CN(C(=O)COc2ccc(Br)cc2F)C2CC2)cc1 | -5 | x | 4

# More results.
SMILES,hcGAS lum,mcGAS lum,NPYLR7 ag
CCOC(=O)c1cnc(-c2cccc(C(F)(F)F)c2)nc1NCc1cccc(F)c1F,-3,-6,9
O=C(Nc1nc(OCCN2CCCC2=O)cnc1/C=C\c1ccccc1)c1cc2ccccc2s1,0,-4,-22
Cc1ccc2c(CSc3nnc(-c4cccnc4)n3Cc3ccco3)cc(=O)oc2c1C,-4,-7,0
c1ccc2c(c1)-c1ccccc1C2N1CCOCC1,-8,x,1
COCC(NC1CCC2(CCNCC2)CC1)c1ccnn1C (stereo not drawn),0,x,2
CNc1ccccc1C(C)(C)c1cc(-c2cccs2)n[nH]1,-8,x,2
CC(C)Nc1nc(NCCO)nc(N2CCOCC2)n1,-4,-7,-6
CC(=O)Nc1ccccc1C(=O)N1CCN(c2ccc(F)cc2)CC1,-5,x,0
O=C(NCc1ccc(-n2cncn2)cc1)c1cccc2c1OCC2,-4,x,16
O=C(NNC(=O)C1CCC1)c1sc2ccccc2c1Cl,2,x,2
O=C(c1[nH]c2ccccc2c1Br)N1CCCCCCC1,2,x,9
CC(C)c1n[nH]c2c1CN(C(=O)c1ccc(C#CC(C)(C)O)o1)CC2,2,x,14
CCOC(=O)c1c(NC(=O)C2COc3ccccc3O2)c(-c2ccc(OC)cc2)cn1Cc1ccccc1 (stereo not drawn),-7,-6,8
CCOc1nc2ccccc2nc1N1CCC(C(N)=O)CC1,-7,-8,4
COc1cccc(CNC(=O)c2c(C)noc2-c2ccccc2C)c1,-7,-8,25
Cc1ccsc1-c1c2c(nc3sc(C#N)c(N)c13)CCCC2,-2,x,-1
CC(C)Cc1noc(CN2CCC3CCC(C2)N3C)n1 (stereo not drawn),-5,x,-4
O=C(CN(CCCN1CCOCC1)C(=O)Nc1ccccc1Br)N(Cc1ccc2c(c1)OCO2)Cc1ccco1,-7,-4,x
O=C(Nc1cccc(F)c1)C(C1CCCC1)N1CCN(C(=O)C2CC2)CC1 (stereo not drawn),-4,-4,-2
Cc1ccc(C(=O)Nc2ccc(N3CCNC(=O)C3)c(Cl)c2)cc1,-12,x,0

# A different layout for some results above.
Molecule | hcGAS lum | mcGAS lum | NPYLR7 ag
Cc1ccsc1-c1c2c(nc3sc(C#N)c(N)c13)CCCC2 | -2 | x | -1
CC(C)Cc1noc(CN2CCC3CCC(C2)N3C)n1 (stereo not drawn) | -5 | x | -4

# (list continues)
SMILES,hcGAS lum,mcGAS lum,NPYLR7 ag
CCn1nc(C(C)C)cc1-c1n[nH]c(Cc2ccccc2)n1,4,x,3
COC(=O)C(c1ccc(OC)cc1)C1C=CC(NC(=O)c2cc(F)c(F)cc2F)C1 (stereo not drawn),0,-2,4
COc1ccc(OC)c(/C=N\n2cnnc2-n2nc(C)cc2C)c1,-5,-7,2
Cc1ccoc1C(=O)NNC(=O)c1cccc(S(=O)(=O)N(C)C)c1,-8,x,11
NC(=O)CC1C=CS(=O)(=O)C1 (stereo not drawn),-3,x,5
CC(C)COc1nc(-c2ccc(Cl)c(Cl)c2)n(-c2ccc(NC(=O)C(C)(C)CCl)cc2)n1,-2,-3,6
CC(C)n1c(=N)c(C#N)cc2c(=O)n3ccccc3nc21,-2,-3,0
CC(C)c1nc(CC(=O)NCc2ccc(C#N)cc2)cs1,-2,-6,-1
CC(C)Cc1cc(C(=O)NC(Cn2ccnc2)c2ccccc2)n(C)n1 (stereo not drawn),4,x,1
O=C(Nc1ccc(SCc2ccccn2)nn1)c1ccco1,-31,x,11
CCOC(=O)c1[nH]c(C)c(C(=O)C(C)N(CCOC)S(=O)(=O)c2cccc3cccnc23)c1C (stereo not drawn),-11,-6,x
CCN(Cc1ccccc1)C(=O)C1CCN(S(=O)(=O)c2ccc3c(c2)OCCCO3)CC1,-10,-8,10
Cc1ccc(CN2CCN(N=Cc3ccc(F)cc3)CC2)c(C)c1,-4,-2,-1
CSc1nc(NC(C)C)c2cnn(CCNC(=O)c3ccc(F)c(F)c3)c2n1,-8,-7,x
CN(CCCc1nccn1C)Cc1cc2n(n1)CCNC2,-9,x,10
Nc1ccc(-c2n[nH]c(=O)c3ccccc23)cc1N,2,-7,3
CCOc1cccc(CO)n1,-3,x,-1
CC1CC(C)CN(CCCNC(=O)c2c(O)nc3sccn3c2=O)C1 (stereo not drawn),-9,-7,-1
CCOc1cn(C)c(C(=O)Nc2ccc3c(c2)OCO3)cc1=O,-9,x,5
Cc1c(C=C2CC(C)CC(=Cc3cc(C#N)n(C)c3C)C2=O)cc(C#N)n1C (stereo not drawn),-5,x,0
CN(CC(=O)NC(C)(C)C)CC1(O)CCCC1,-15,x,0
Cc1cc(C)c2[nH]c(=O)c(-c3[nH]cnc3-c3ccccc3)cc2c1,-8,-11,30
CCc1nc(N(CCC(=O)Nc2cccc(C(F)(F)F)c2)Cc2ccccc2)c2ccc(Cl)cc2n1,-11,-5,4
CCc1ccc(NC(=O)Cn2c(-n3nc(C)cc3C)nc3c(c2=O)CCC3)cc1,0,-6,x
CCC(C)N(Cc1ccc(OC)c(OS(=O)(=O)c2ccc(F)cc2)c1)C(=O)Nc1ccc(OC)cc1OC (stereo not drawn),0,0,-15
CCC1CCC(NC(C)c2ccc(F)cc2)CC1 (stereo not drawn),-7,x,5
O=C(Cn1ccn2nc(-c3ccccc3)cc2c1=O)NCc1ccccc1Cl,-9,-1,9
O=S(=O)(N1CCOCC1)N1CCC(c2cccc3ccccc23)CC1,5,x,-7
O=C(N[C@H](Cc1ccccc1)C(=O)N1CCC(C(=O)N2CCOCC2)CC1)c1cccnc1Oc1ccc(Cl)cc1,-9,-8,1
COc1cc(OC)cc(C(=O)N2CCN(c3nc(Cc4ccccc4)nc4c3c(C)nn4-c3ccc(F)cc3)CC2)c1,-5,-4,2
CCOc1ccccc1CN1CCCC(CCC(=O)Nc2cc(Cl)ccc2OC)C1 (stereo not drawn),-3,-2,3
CCCn1c(SC(C)c2ccc(F)cc2)n[nH]c1=O (stereo not drawn),6,x,-2
Nc1nnc(-c2ccncc2)s1,-2,-2,8
Cc1ccc(N2CCN(C(=O)c3ccc(Cl)cc3)C(C)C2=O)cc1F (stereo not drawn),3,-1,-9
CCOC(=O)N1CCN(c2nc(Nc3ccc(C)c(C)c3)c3nccnc3n2)CC1,-1,x,1
COc1ccc(/C=C/C(=O)NCC(=O)N=Nc2c(O)[nH]c3ccc([N+](=O)[O-])cc23)cc1,-6,1,-10
CCOc1ccc(NC(=O)N(CC)C(CC)c2ccncc2)c(C)c1 (stereo not drawn),-4,x,-2
COc1ccc(-c2ccc(=O)n(Cc3ccc(Cl)cc3)n2)cc1OC,-7,x,11
CCC(c1ccncc1)n1ccnc1-c1ccc(OC)cc1OC (stereo not drawn),5,1,-5
Cc1cc(NC(=O)CN(C)Cc2ccc(-c3ccc(Cl)cc3)o2)no1,-2,x,-3

# Arranged by formula weight (ascending): some entries from above
SMILES,hcGAS lum,mcGAS lum,NPYLR7 ag
Nc1nnc(-c2ccncc2)s1,-2,-2,8
CCC(c1ccncc1)n1ccnc1-c1ccc(OC)cc1OC (stereo not drawn),5,1,-5
CCOc1ccccc1CN1CCCC(CCC(=O)Nc2cc(Cl)ccc2OC)C1 (stereo not drawn),-3,-2,3
O=C(N[C@H](Cc1ccccc1)C(=O)N1CCC(C(=O)N2CCOCC2)CC1)c1cccnc1Oc1ccc(Cl)cc1,-9,-8,1

# The listing continues:
SMILES,hcGAS lum,mcGAS lum,NPYLR7 ag
O=C1C(=O)N(CC(=O)N(C2=CCCCC2)C2CC2)C(=O)N1CCC1=CCCCC1,-5,x,3
Oc1ccccc1N1CCN(CCN2CCCc3ccccc32)CC1,-4,x,8
c1ccc(-c2cc3c(ccc4nonc43)nn2)cc1,-6,-4,1
CC1CN(C(=O)c2csc(CSc3nnc(-c4cccnc4)n3-c3ccccc3F)n2)CC(C)O1 (stereo not drawn),-3,1,-5
CC(C)c1ccc2nc(-c3ccc(CN4C(=O)CNC4=O)cc3)[nH]c(=O)c2c1,-6,x,-10
CC(=O)Nc1ccc(S(=O)(=O)N2CCN(Cc3cc(=O)c(OCc4ccc(C(F)(F)F)cc4)co3)CC2)cc1,-7,-7,-4
CN(Cc1nc(-c2ccccc2)no1)Cc1cnc(N2CCOCC2)s1,-5,-8,2
Cn1cc([N+](=O)[O-])c(C(=O)NCc2ccccc2)n1,1,0,-2
CNC(=O)CNS(=O)(=O)c1cc(Cl)cc(Cl)c1,-6,-4,-2
CCOc1ccc(-c2ccc(=O)n(CCCC(=O)Nc3c(C)cc(C)cc3C)n2)cc1,4,-2,-6
COc1ccccc1C(=O)N1CCN(c2ccc(F)cc2)C(=O)C1C (stereo not drawn),0,-4,5
Cc1ccccc1CN(CCC(C)C)CC(O)COCc1ccccc1 (stereo not drawn),-8,-6,15
CCc1cc(C(=O)NCc2c(C)ncc3c2CCN(C(=O)/C=C/c2cccs2)C3)no1,-4,-11,36
O=C(NCCCOc1cccc([N+](=O)[O-])c1)c1cccc(Br)c1,-4,-2,-3
C=CCSc1nnc(NC(=O)CCC(=O)OCC)s1,5,-4,x
CC(C(=O)N1CCC(c2ccc(F)cc2)CC1)c1cccc(C(=O)c2ccccc2)c1 (stereo not drawn),-5,-4,-2
CCOc1ccc(CN(Cc2ccc3c(c2)OCO3)Cc2nc(C(=O)NCC3CC3)co2)cc1,-5,-2,29
CC(C)CN(CC(=O)N1CC(=O)N(c2ccc(F)cc2)C1)C(=O)Nc1c(C(C)C)cccc1C(C)C,-5,-6,0
COCCN1C(=O)NC(c2ccc(Br)cc2)C(C(=O)OC)=C1C (stereo not drawn),-4,x,13
O=C(Nc1ccc(Br)cc1-c1nc2ccccc2[nH]c1=O)C(F)(F)F,0,x,-9

# A few values from the list.
# Cc1ccccc1CN(CCC(C)C)CC(O)COCc1ccccc1 (stereo not drawn) – NPYLR7 ag: 15
# COCCN1C(=O)NC(c2ccc(Br)cc2)C(C(=O)OC)=C1C (stereo not drawn) – hcGAS lum: -4
# CC(C(=O)N1CCC(c2ccc(F)cc2)CC1)c1cccc(C(=O)c2ccccc2)c1 (stereo not drawn) – mcGAS lum: -4
# CC(C)CN(CC(=O)N1CC(=O)N(c2ccc(F)cc2)C1)C(=O)Nc1c(C(C)C)cccc1C(C)C – NPYLR7 ag: 0
# CC1CN(C(=O)c2csc(CSc3nnc(-c4cccnc4)n3-c3ccccc3F)n2)CC(C)O1 (stereo not drawn) – hcGAS lum: -3
# O=C(Nc1ccc(Br)cc1-c1nc2ccccc2[nH]c1=O)C(F)(F)F – hcGAS lum: 0
# CCc1cc(C(=O)NCc2c(C)ncc3c2CCN(C(=O)/C=C/c2cccs2)C3)no1 – NPYLR7 ag: 36
